Screening data deposited in PubChem by several laboratories.
Mcl1-Bid inh – Mcl-1/Bid binding inhibitors, primary screen, biochemical, TR-FRET, 1536-well. TR-FRET Mcl-1/Bid-Dy647 peptide binding. 0.97% of 220,000 active. AID 1021, 2008. inhibition, % at 21.7 µM. Induced myeloid leukemia cell differentiation protein Mcl-1 (Homo sapiens), Q07820;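 active = compounds that cut the binding signal by more than half at the single screening dose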;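 also: His-tagged Mcl-1 with europium anti-His antibody binding Bid BH3 peptide; 0% = Mcl-1 plus peptide wells and 100% = peptide-only wells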
Target sequence (Q07820 whole entry, looked up): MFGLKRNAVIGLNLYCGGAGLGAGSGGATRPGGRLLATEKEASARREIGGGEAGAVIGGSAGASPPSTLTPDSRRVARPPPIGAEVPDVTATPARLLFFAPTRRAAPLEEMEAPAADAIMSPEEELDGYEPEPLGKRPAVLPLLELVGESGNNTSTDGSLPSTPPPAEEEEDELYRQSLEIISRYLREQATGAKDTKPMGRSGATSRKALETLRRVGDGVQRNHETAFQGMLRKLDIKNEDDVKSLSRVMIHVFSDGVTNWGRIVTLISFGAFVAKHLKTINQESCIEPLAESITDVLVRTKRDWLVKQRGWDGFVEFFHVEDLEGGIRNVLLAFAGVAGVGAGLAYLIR
Rac1 wt modul – wildtype Rac1 GTP binding modulators, primary screen, biochemical, GST-Rac1 beads, flow cytometry, multiplex. Ras-related C3 botulinum toxin substrate 1 (Homo sapiens), P63000. fluorescent GTP binding; actives lie on both sides; 0 = cold GTP competed, 100 = untreated. GTP binding activity (% of control), % at 10 µM. 0.27% of 190,000 active. AID 757, 2007;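 active = GTP binding activity at least 20 points away from the 100% control level, either lower or higher; inconclusive = compound flagged as likely green fluorescent, judged across all proteins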
HRas wt GTP bind – modulators of GTP binding to HRas wildtype, primary screen, biochemical, bead-based flow cytometry, multiplex. GTPase HRas (Homo sapiens), P01112. GST-Ras wt beads, Bodipy-FL-GTP binding; actives lie on both sides. GTP binding activity, % at 10 µM. 0.14% of 190,000 active. AID 759, 2007;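 active = GTP binding activity at least 20% away from the 100% baseline, either lowered as inhibitor or raised as activator; inconclusive = flagged as likely green fluorescent, judged across all proteins in the well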;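 also: 0% = unlabeled GTP competition control and 100% = no-compound control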
Target sequence (P01112 whole entry, looked up): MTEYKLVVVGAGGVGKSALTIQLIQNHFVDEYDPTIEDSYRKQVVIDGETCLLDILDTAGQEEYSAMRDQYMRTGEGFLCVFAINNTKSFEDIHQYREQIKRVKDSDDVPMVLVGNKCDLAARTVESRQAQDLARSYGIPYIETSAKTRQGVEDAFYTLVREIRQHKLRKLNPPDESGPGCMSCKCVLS
Rab7 wt modul – modulators of GTP binding to Rab7, primary screen, biochemical, wildtype, multiplex bead flow cytometry; Rab7 GTPase wild type (dog), Bodipy-FL-GTP binding; GST-Rab7 beads, fluorescent GTP binding; actives lie on both sides; untreated = 100%, excess cold GTP = 0%; GTP binding activity (percent of control), % at 10 µM; 0.055% of 190,000 active; AID 758, 2007;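 active = fluorescent GTP binding to Rab7 beads changed by at least 20 points from the 100% baseline, either direction, mostly lower; inconclusive = compound itself probably fluorescent, or too few beads counted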;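 also: median green fluorescence of bound Bodipy-FL-GTP per Rab7 bead population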
RGS8-Gao – RGS8-Galphao binding modulators, primary screen, biochemical, multiplexed bead flow cytometry. actives lie on both sides. Guanine nucleotide-binding protein G(o) subunit alpha (Homo sapiens), P09471. response (percent of control binding), % at 10 µM. 0.34% of 220,000 active. AID 1423, 2008; in the data active = response below about 60% or above about 140%; inactive = in between;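 also: Galphao activated as the GDP aluminium fluoride complex binding bead-coupled RGS8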
Mcl1 Noxa PPI – Mcl-1/Noxa binding inhibitors, primary screen, biochemical, TR-FRET, 1536-well; 1.5% of 220,000 active; Induced myeloid leukemia cell differentiation protein Mcl-1 (Homo sapiens), Q07820; TR-FRET Mcl-1/Noxa peptide binding, 2 h; inhibition, % at 21.7 µM;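 active = compounds that cut the protein-peptide binding signal by more than 50% relative to plate controls in a single-dose test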;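 also: His-tagged Mcl-1 with rhodamine Noxa BH3 peptide and terbium anti-His antibody; 0% = Mcl-1 plus Noxa peptide wells and 100% = peptide-only wells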
Cdc42 wt GTP – modulators of GTP binding to wildtype Cdc42, primary screen, biochemical, multiplex bead flow cytometry, Bodipy-GTP. 0.2% of 190,000 active. Cell division control protein 42 homolog (Homo sapiens), P60953. percent activity (GTP binding), % at 10 µM. AID 761, 2007. GST-Cdc42 beads; actives lie on both sides;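 active = percent activity GTP binding at least 20 points away from the 100% baseline, either down as inhibitor or up as activator; inconclusive = compound flagged as likely green fluorescent from well-wide comparison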;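 also: median bead fluorescence of bound Bodipy-FL-GTP at 100 nM; 0% = excess unlabeled GTP control and 100% = no compound control; below 100% means less GTP binding so inhibitor and above means activator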
Target sequence (P60953 whole entry, looked up): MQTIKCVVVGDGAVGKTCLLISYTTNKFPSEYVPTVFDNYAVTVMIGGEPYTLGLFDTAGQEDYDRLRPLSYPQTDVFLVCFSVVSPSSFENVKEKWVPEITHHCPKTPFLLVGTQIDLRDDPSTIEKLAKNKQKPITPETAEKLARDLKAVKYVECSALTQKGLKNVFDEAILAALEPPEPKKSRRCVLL
Rab2 wt GTP – modulators of GTP binding to Rab2A wildtype, primary screen, biochemical, dog, bead-based flow cytometry, multiplex | Ras-related protein Rab-2A (Canis lupus familiaris), P61105 | 0.19% of 190,000 active | GST-Rab2 wt beads, Bodipy-GTP binding | AID 760, 2007 | GTP binding activity, % at 10 µM;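 active = GTP binding activity at least 20 points away from 100%, either lowered or raised; inconclusive = signal likely due to the compound's own green fluorescence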;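 also: 0% = beads with excess unlabeled GTP and 100% = no-compound control corrected for plate trend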
Rac1 mut GTP – GTP binding modulators of activated mutant Rac1, primary screen, biochemical, bead-based flow cytometry, multiplex, fluorescent GTP | Ras-related C3 botulinum toxin substrate 1 (Homo sapiens), P63000 | GST-Rac1 activated beads; actives lie on both sides; 100% means binding = to untreated wells | percent activity (GTP binding), % at 10 µM | 0.11% of 190,000 active;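 active = GTP binding at least 20 percentage points away from the 100% baseline, in either direction, so actives lie on both sides; inconclusive = Compound likely fluorescent itself, or too few beads counted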
Bim-Mcl-1 – inhibitors of Bim peptide binding to Mcl-1, primary screen, biochemical, bead-based flow cytometry, multiplex; Induced myeloid leukemia cell differentiation protein Mcl-1 (Homo sapiens), Q07820; Bim peptide-Mcl-1 binding; 0.1% of 190,000 active; AID 1009, 2008; inhibition, % at 10 µM; in the data active = inhibition above about 40%;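 also: 0% = no compound tracer wells and 100% = peptide blocker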
Pf gamet viab – late stage P. falciparum gametocyte viability inhibitors, primary screen, ATP luminescence, HTS; P. falciparum stage V gametocytes, 24 h; inhibition, % at 10.9 µM; 0.065% of 150,000 active; AID 743093, 2013;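 active = inhibition above the mean plus 3 SD of compounds within the control limits, set per campaign, cut at about 38% in these data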;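 also: 0% = DMSO wells and 100% = medium only without gametocytes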
The depositor's hits bear a star; ? = inconclusive; · = not tested or not shown. Not a hit list; about 2.9% have a hit in one of these screens.

#1 CCN(CC)C(=O)CSc1nc(OC)cc(=O)[nH]1
#2 O=C(CCCOc1ccc(Cl)cc1Cl)NCc1ccccn1
#3 O=C(Cn1c(O)c(/C=C2\C=Nc3ccc(Br)cc32)sc1=O)N1CCCC1
#4 CCC(C)(C)n1nnnc1C(c1cc2cccc(C)c2[nH]c1=O)N1CCCC1 (stereo unspecified)
#5 CCn1c(SCC(=O)N=Nc2c(O)[nH]c3ccccc23)nnc1-c1ccc(C(C)(C)C)cc1
#6 Nc1cc(C(=O)OCC(=O)N2CCCC2)ccc1Cl
#7 CC(C)NC(=O)CCCn1cc([N+](=O)[O-])cn1
#8 COC(=O)COc1nc(C)c2c(c1C#N)CC(C)(C)OC2
assay / entry	1	2	3	4	5	6	7	8
Mcl1-Bid inh	-21	-15	-5	-24	-2	·	-15	-24
Rac1 wt modul	104	106	106	?	102	100	100	100
HRas wt GTP bind	102	100	101	?	101	100	99	100
Rab7 wt modul	98	106	99	?	102	100	106	100
RGS8-Gao	92	101	98	107	105	99	104	99
Mcl1 Noxa PPI	6	14	-7	20	18	·	-6	-19
Cdc42 wt GTP	105	102	103	?	104	103	98	98
Rab2 wt GTP	101	99	100	?	103	101	100	101
Rac1 mut GTP	103	97	100	?	99	98	96	100
Bim-Mcl-1	-4	-7	-6	0	-1	0	-2	0
Pf gamet viab	-19	-17	·	-15	·	-10	4	-16

#9 COc1ccc(S(=O)(=O)Oc2ccc3ccccc3c2)cc1
#10 Cc1ccc(-n2nc3c(c2NC(=O)/C=C\c2ccc4c(c2)OCO4)CSC3)cc1
#11 COc1cc(-c2nc(-c3ccccn3)no2)cc(OC)c1OC
#12 CCn1ncc(C2=NOC(C(=O)Nc3cc(OC)c(Cl)cc3OC)C2)c1C (stereo unspecified)
#13 O=C(Nc1ncccn1)c1ccc([N+](=O)[O-])o1
#14 COc1cc(NC(=O)c2cccs2)c(OC)cc1NC(=O)CCn1nnc2ccccc21
#15 CCOC(=O)C1CCCN(C2CC(=O)N(c3ccc(C)cc3)C2=O)C1 (stereo unspecified)
#16 COc1ccccc1C(=O)Nc1ccc(S(=O)(=O)Nc2cc(C)on2)cc1
assay / entry	9	10	11	12	13	14	15	16
Mcl1-Bid inh	-7	0	-6	8	-13	-20	3	-9
Rac1 wt modul	107	100	102	108	104	98	101	102
HRas wt GTP bind	102	97	101	101	100	99	97	100
Rab7 wt modul	98	92	99	97	110	99	100	101
RGS8-Gao	101	104	75	102	95	102	98	102
Mcl1 Noxa PPI	4	-5	21	-4	-5	12	-7	8
Cdc42 wt GTP	103	97	102	106	100	100	100	100
Rab2 wt GTP	101	97	103	99	99	98	98	100
Rac1 mut GTP	101	99	97	102	96	96	99	99
Bim-Mcl-1	-4	-1	18	-2	0	1	-2	0
Pf gamet viab	-2	·	·	17	-31	·	16	·

Three entries out of the list above, arranged by their value in Cdc42 wt GTP, descending:
item	molecule	Mcl1-Bid inh	HRas wt GTP bind	Rab7 wt modul	RGS8-Gao	Mcl1 Noxa PPI	Cdc42 wt GTP	Rab2 wt GTP	Bim-Mcl-1
9	COc1ccc(S(=O)(=O)Oc2ccc3ccccc3c2)cc1	-7	102	98	101	4	103	101	-4
11	COc1cc(-c2nc(-c3ccccn3)no2)cc(OC)c1OC	-6	101	99	75	21	102	103	18
13	O=C(Nc1ncccn1)c1ccc([N+](=O)[O-])o1	-13	100	110	95	-5	100	99	0

(more compounds)
#17 S=C(NCC1CCCO1)Nc1cccc2ccccc12 (stereo unspecified)
#18 C=CCn1c(SCC(=O)Nc2ccccc2OC)nc(O)c(CC)c1=O
#19 COc1ccc(NC(=O)c2sc(NC(=O)COc3ccccc3)nc2C)cc1
#20 O=C(COC(=O)c1ccccc1)c1ccc(Br)cc1
#21 COC(=O)[C@H]1C[C@@H]1[C@H](NC(=O)[C@H]1C[C@@H]1[C@H](NC(=O)OCc1ccccc1)c1ccccc1)c1ccccc1
#22 CCCC(CCC(=O)Nc1ccc(C(=O)OCC)cc1)C(=O)O (stereo unspecified)
#23 CCCCn1c(NC(=O)CC)c(C#N)c2nc3ccccc3nc21
#24 CCCCC(=NCCc1c(C)[nH]c2ccccc12)C1=C(O)CC(c2ccccc2)CC1=O (stereo unspecified)
assay / entry	17	18	19	20	21	22	23	24
Mcl1-Bid inh	-57	-35	2	-5	2	14	44	-26
Rac1 wt modul	101	106	98	91	100	106	97	103
HRas wt GTP bind	100	105	102	94	100	100	95	100
Rab7 wt modul	103	103	101	94	100	100	95	98
RGS8-Gao	100	99	106	93	105	100	103	94
Mcl1 Noxa PPI	6	11	14	·	-6	8	18	11
Cdc42 wt GTP	99	106	101	94	99	105	95	102
Rab2 wt GTP	98	104	96	92	98	103	97	100
Rac1 mut GTP	97	101	92	90	98	99	96	97
Bim-Mcl-1	0	-3	1	-2	-1	-1	-2	0
Pf gamet viab	·	22	·	13	11	7	-13	-16

The closing 2 compounds of the part before open the next one.
#23 CCCCn1c(NC(=O)CC)c(C#N)c2nc3ccccc3nc21
#24 CCCCC(=NCCc1c(C)[nH]c2ccccc12)C1=C(O)CC(c2ccccc2)CC1=O (stereo unspecified)
#25 Cc1cccc(NC(=S)NNC(=O)COc2ccc(Cl)cc2Cl)c1
#26 COc1ccc(NC(=O)C2=C(C)Nc3nc(CCCO)nn3C2c2ccc(OC)c(OC)c2)cc1 (stereo unspecified)
#27 CCn1cc(C2C(C(=O)Nc3cc(C)ccn3)=C(C)NC3=C2C(=O)CC(C)(C)C3)c(C)n1 (stereo unspecified)
#28 Cc1c(-c2c(C#N)c(N)nc3c2CCCCCC3)cnn1C
#29 N#CC1(C#N)[C@@H](C(=O)C23CC4CC(CC(C4)C2)C3)C12CCOCC2
#30 CCOC(=O)c1cnc(SCC(=O)Nc2nc(C)c(C)s2)nc1N
#31 COc1ccc(-c2csc(NC(=O)C3COc4ccccc4O3)n2)cc1OC (stereo unspecified)
#32 O=C(NC(=S)N1CCCCCC1)c1ccccc1Cl
assay / entry	23	24	25	26	27	28	29	30	31	32
Mcl1-Bid inh	44	-26	-33	-41	-70	-3	-15	-20	7	-24
Rac1 wt modul	97	103	102	99	101	98	103	102	95	99
HRas wt GTP bind	95	100	98	93	99	99	102	102	95	98
Rab7 wt modul	95	98	98	99	99	96	99	104	92	102
RGS8-Gao	103	94	99	100	99	97	99	74	101	96
Mcl1 Noxa PPI	18	11	-27	12	9	7	17	13	0	7
Cdc42 wt GTP	95	102	99	97	100	98	101	103	93	97
Rab2 wt GTP	97	100	98	95	97	98	100	104	92	101
Rac1 mut GTP	96	97	97	94	100	96	100	98	93	96
Bim-Mcl-1	-2	0	-7	1	-8	0	-1	-2	-3	0
Pf gamet viab	-13	-16	-17	·	-9	0	7	-1	·	-19

#33 CCO[C@H]1OC(C(=O)NCc2ccccc2)=C[C@@H](C2CC2)[C@@H]1CCCO
#34 Cn1cc(/C=N/Nc2ccccc2)c2ccccc21
#35 O=C(/C=C/c1ccc(F)cc1)c1ccccc1Br
#36 CN=c1scc(C)n1/N=C/c1ccc(O)c(O)c1O
#37 COc1ccc(/C(N)=N/OC(=O)Cc2ccccc2)cc1
#38 O=C(COc1ccccc1)Nc1ccc2c(c1)nc1n2CCOC1
#39 Cc1cccc(NS(=O)(=O)c2ccc(C)c(C(=O)OCC(=O)Nc3cc(C)on3)c2)c1
#40 Nc1nc2n(n1)C(c1ccccc1)CC(c1ccc(F)cc1)N2 (stereo unspecified)
assay / entry	33	34	35	36	37	38	39	40
Mcl1-Bid inh	-2	-39	2	-84	-29	-3	1	-8
Rac1 wt modul	97	97	104	100	100	98	97	97
HRas wt GTP bind	97	97	99	101	100	99	99	98
Rab7 wt modul	99	108	99	103	98	98	100	100
RGS8-Gao	101	99	99	48*	102	102	101	102
Mcl1 Noxa PPI	4	21	18	91*	4	0	13	7
Cdc42 wt GTP	97	94	97	102	99	99	98	94
Rab2 wt GTP	96	96	98	100	100	99	99	99
Rac1 mut GTP	93	94	97	96	98	98	95	96
Bim-Mcl-1	-1	-5	-6	8	-3	0	-1	-4
Pf gamet viab	31	-21	-19	20	2	-4	5	·
